LYPLA1 inh: LYPLA1 inhibitors, primary screen, counter-screen for PME1 inhibitor project, biochemical, fluorescence polarization, FP-Rh probe ABPP; Acyl-protein thioesterase 1 (Homo sapiens), O75608; recombinant LYPLA1; inhibition, % at 5.9 µM; 0.16% of 320,000 active;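 active = inhibition above the mean of all tested compounds plus 3 SD, set per campaign, cut at about 14% in these data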;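 also: inhibitors block serine hydrolase probe labeling of LYPLA1 so polarization falls; 0% = enzyme with DMSO and 100% = wells lacking LYPLA1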
Target sequence (O75608 whole entry, looked up): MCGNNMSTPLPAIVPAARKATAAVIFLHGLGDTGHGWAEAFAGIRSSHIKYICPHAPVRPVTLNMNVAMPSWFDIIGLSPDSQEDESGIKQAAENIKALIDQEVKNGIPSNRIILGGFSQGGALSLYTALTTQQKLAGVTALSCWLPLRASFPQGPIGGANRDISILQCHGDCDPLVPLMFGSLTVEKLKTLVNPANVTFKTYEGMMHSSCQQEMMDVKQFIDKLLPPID
GSTO1 inh: inhibitors of recombinant GSTO1, primary screen, counter-screen for RBBP9 inhibitor project, biochemical, fluorescence polarization | Glutathione S-transferase omega-1 (Homo sapiens), P78417 | activity-based probe fluorescence polarization | 1.1% of 300,000 active | inhibition, % at 5.96 µM;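 active = inhibition above the campaign mean inhibition plus 3 SD, cut at about 35% in these data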;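 also: 0% = GSTO1-1 with DMSO and 100% = wells lacking GSTO1-1 enzyme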
Target sequence (P78417 whole entry, looked up): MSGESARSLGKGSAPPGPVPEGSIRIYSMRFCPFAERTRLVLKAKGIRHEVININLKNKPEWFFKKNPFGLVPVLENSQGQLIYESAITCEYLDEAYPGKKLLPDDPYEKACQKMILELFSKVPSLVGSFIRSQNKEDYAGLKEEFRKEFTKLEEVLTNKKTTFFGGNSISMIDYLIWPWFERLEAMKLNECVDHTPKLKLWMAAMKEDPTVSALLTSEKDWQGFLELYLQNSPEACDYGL
PAFAH1B3 FP inh: PAFAH1B3 enzyme inhibitors, primary screen, biochemical, fluorescence polarization, human; Platelet-activating factor acetylhydrolase IB subunit alpha1 (Homo sapiens), Q15102; recombinant PAFAH1B3, FP-rhodamine probe; inhibition, % at 3.39 µM; 0.28% of 340,000 active;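 active = inhibition above the screen-wide average of all tested compounds plus 3 SD, cut at about 25% in these data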;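 also: 0% = enzyme with DMSO only and 100% = wells lacking PAFAH1B3 protein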
Target sequence (Q15102 whole entry, looked up): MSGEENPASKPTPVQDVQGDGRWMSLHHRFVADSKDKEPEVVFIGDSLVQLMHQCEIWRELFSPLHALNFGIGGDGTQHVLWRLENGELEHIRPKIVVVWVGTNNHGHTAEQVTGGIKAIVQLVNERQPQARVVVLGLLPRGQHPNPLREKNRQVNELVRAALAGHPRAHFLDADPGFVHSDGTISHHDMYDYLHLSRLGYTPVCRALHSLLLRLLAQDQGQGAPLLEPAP
PAFAH1B2 inh: PAFAH1B2 enzyme inhibitors, primary screen, biochemical, fluorescence polarization, human; inhibition, % at 3.39 µM; 1.2% of 340,000 active; AID 492953, 2010; recombinant PAFAH1B2, FP-rhodamine activity probe;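 active = inhibition above the mean of all tested compounds plus 3 SD, cut at about 24% in these data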;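 also: 0% = enzyme with DMSO and 100% = wells lacking PAFAH1B2; many of its hits are not listed in these tables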
PAFAH2 FP inh: PAFAH2 enzyme inhibitors, primary screen, biochemical, fluorescence polarization, human | Platelet-activating factor acetylhydrolase 2, cytoplasmic (Homo sapiens), Q99487 | recombinant PAFAH2, FP-rhodamine activity probe | inhibition, % at 3.39 µM | 0.99% of 340,000 active | AID 492956, 2010;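 active = inhibition above the mean over all tested compounds plus 3 SD, cut at about 30% in these data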;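 also: inhibitors block probe labeling of enzyme so polarization drops; 0% = enzyme with DMSO and 100% = wells lacking PAFAH2 protein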
pPAFAH FP inh: pPAFAH enzyme inhibitors, primary screen, biochemical, fluorescence polarization, human; recombinant pPAFAH, FP-rhodamine probe fluorescence polarization; inhibition, % at 3.39 µM; 1.5% of 330,000 active; AID 463082, 2010;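 active = inhibition above the mean inhibition across the screen plus 3 SD, cut at about 25% in these data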;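 also: inhibitors block binding of the rhodamine activity-based probe so polarization drops; 0% = enzyme with DMSO and 100% = wells lacking pPAFAH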
PAD4 inh: human PAD4 inhibitors, primary screen, biochemical, fluorescence polarization, 1536-well format | inhibition, % at 6.36 µM | recombinant PAD4, RCA probe fluorescence polarization | 0.41% of 330,000 active | Protein-arginine deiminase type-4 (Homo sapiens), Q9UM07;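 active = percent inhibition above a cutoff equal to the mean of all tested compounds plus 3 SD, cut at about 15% in these data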;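 also: 0% = PAD4 with RCA probe and DMSO and 100% = probe without PAD4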
LYPLA2 counter: LYPLA2 inhibitors, primary screen, counter-screen for PME1 inhibitor project, biochemical, fluorescence polarization, FP-Rh probe ABPP; Acyl-protein thioesterase 2 (Homo sapiens), O95372; recombinant LYPLA2; inhibition, % at 5.9 µM; 0.38% of 320,000 active; AID 2177, 2009;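 active = inhibition above the screen-wide mean plus 3 SD, limit set per campaign, cut at about 26% in these data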;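 also: 0% = LYPLA2 with DMSO and 100% = wells lacking LYPLA2 enzyme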
Target sequence (O95372 whole entry, looked up): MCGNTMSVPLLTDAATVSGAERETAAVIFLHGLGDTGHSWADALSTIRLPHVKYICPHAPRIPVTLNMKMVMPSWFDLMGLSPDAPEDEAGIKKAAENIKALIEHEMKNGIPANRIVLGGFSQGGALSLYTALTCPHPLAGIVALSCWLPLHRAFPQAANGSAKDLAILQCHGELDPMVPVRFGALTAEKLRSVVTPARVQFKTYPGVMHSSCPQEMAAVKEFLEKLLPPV
PME-1 primary: PME-1 inhibitors via competitive probe labeling, primary screen, biochemical, fluorescence polarization, FP-Rh probe, HTS; Protein phosphatase methylesterase 1 (Homo sapiens), Q9Y570; recombinant PME-1; inhibition, % at 5.9 µM; 0.53% of 320,000 active;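 active = inhibition above the campaign mean of all compounds plus 3 SD, cut at about 26% in these data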;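 also: competitive labeling of PME-1 active site by serine hydrolase directed probe; 0% = PME-1 with DMSO and 100% = wells lacking PME-1 enzyme; inhibitors block probe labeling so polarization falls and inhibition rises; many of its hits are not listed in these tables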
Numbers without * were called inactive. An excerpt, so the mix of outcomes need not match the whole.

Cc1occc1C(=O)NNC(=O)c1ccccc1Br was read as LYPLA1 inh 0.9, GSTO1 inh -0.9, PAFAH1B3 FP inh 2.9, PAFAH1B2 inh 4.5, PAFAH2 FP inh 6.9, pPAFAH FP inh -0.2, PAD4 inh 6.8, LYPLA2 counter -2.0 and PME-1 primary -5.1.
Screening Cc1noc(C)c1COc1cccc(C(=O)N(C)Cc2cccs2)c1 returned LYPLA1 inh -3.0, PAFAH1B3 FP inh -0.9, PAFAH1B2 inh -1.8, PAFAH2 FP inh -1.2, pPAFAH FP inh 1.8, PAD4 inh 0.3, LYPLA2 counter -1.7 and PME-1 primary 0.2.
For COc1ccc(CCNC(=O)C2CCCN(Cc3nc(-c4ccccc4C)oc3C)C2)cc1OC (stereo not given) the results were LYPLA1 inh 0.3, GSTO1 inh -2.4, PAFAH1B3 FP inh 4.5, PAFAH1B2 inh 5.9, PAFAH2 FP inh -5.4, pPAFAH FP inh 6.7, PAD4 inh -1.7, LYPLA2 counter 1.5 and PME-1 primary -9.6.
COC(=O)CNS(=O)(=O)c1ccc(OC)cc1 was read as LYPLA1 inh 3.3, GSTO1 inh 9.6, PAFAH1B3 FP inh -3.9, PAFAH1B2 inh 4.0, PAFAH2 FP inh 5.9, pPAFAH FP inh 0.2, PAD4 inh -1.2, LYPLA2 counter -0.9 and PME-1 primary 0.3.
`Cc1ccc(C)c(NC(=O)C2CCCN(S(=O)(=O)c3c(C)noc3/C=C/N(C)C)C2)c1` (stereo not given) gave LYPLA1 inh -0.8, GSTO1 inh -10.8, PAFAH1B3 FP inh 7.1, PAFAH1B2 inh 2.5, PAFAH2 FP inh -0.3, pPAFAH FP inh -0.8, PAD4 inh -9.8, LYPLA2 counter -1.1 and PME-1 primary 1.0.
`O=c1cc(O)n(-c2ccc(Cl)cc2)c(=S)[nH]1` gave LYPLA1 inh -2.2, GSTO1 inh -2.4, PAFAH1B3 FP inh 2.0, PAFAH1B2 inh 4.4, PAFAH2 FP inh 1.0, pPAFAH FP inh 5.0, PAD4 inh -7.9, LYPLA2 counter -5.2 and PME-1 primary 4.2.
Screening COc1ccc(-n2ccc(=O)c(C(=O)O)n2)c(OC)c1 returned LYPLA1 inh 3.0, GSTO1 inh -2.6, PAFAH1B3 FP inh 5.5, PAFAH1B2 inh 3.7, PAFAH2 FP inh 0.6, pPAFAH FP inh -1.9, PAD4 inh 0.7, LYPLA2 counter 2.3 and PME-1 primary 0.1.
For CSc1ccc(S(=O)(=O)N2c3ccccc3CC2C)cc1 (stereo not given) the results were LYPLA1 inh -0.4, GSTO1 inh -6.8, PAFAH1B3 FP inh 3.4, PAFAH1B2 inh 7.6, PAFAH2 FP inh 0.3, pPAFAH FP inh 10.6, PAD4 inh -3.0, LYPLA2 counter 3.6 and PME-1 primary -0.1.
NC(=O)c1ccc(Cc2ncc(C(F)(F)F)cc2Cl)s1 was read as LYPLA1 inh -1.3, GSTO1 inh 2.2, PAFAH1B3 FP inh 1.1, PAFAH1B2 inh 3.6, PAFAH2 FP inh -0.4, pPAFAH FP inh 3.4, PAD4 inh 0.5, LYPLA2 counter 1.2 and PME-1 primary -7.9.
For O=C(NCC(c1ccco1)N1CCOCC1)c1ccc(F)cc1 (stereo not given) the results were LYPLA1 inh -1.7, GSTO1 inh 0.2, PAFAH1B3 FP inh 9.7, PAFAH1B2 inh -2.9, PAFAH2 FP inh 1.5, pPAFAH FP inh 6.4, PAD4 inh -2.0, LYPLA2 counter 2.6 and PME-1 primary 5.1.
For O=C(NCCCN1CCCCCC1)C1CCCN(S(=O)(=O)c2cccc3nsnc23)C1 (stereo not given) the results were LYPLA1 inh -2.0, GSTO1 inh 7.7, PAFAH1B3 FP inh 10.4, PAFAH1B2 inh 9.4, PAFAH2 FP inh 7.8, pPAFAH FP inh 0.4, PAD4 inh -3.7, LYPLA2 counter -0.4 and PME-1 primary -0.9.
COc1ccc(OC)c(NC(=O)c2ccc(NS(C)(=O)=O)cc2)c1 was read as LYPLA1 inh -1.3, GSTO1 inh -0.2, PAFAH1B3 FP inh 5.2, PAFAH1B2 inh 1.4, PAFAH2 FP inh -3.9, pPAFAH FP inh -0.3, PAD4 inh -3.7, LYPLA2 counter -1.8 and PME-1 primary -3.2.
For O=C(NC1CCCC1)C1CCC(=O)N1C1CCCC1 (stereo not given) the results were LYPLA1 inh -5.1, GSTO1 inh 6.5, PAFAH1B3 FP inh -5.8, PAFAH1B2 inh 2.0, PAFAH2 FP inh 6.1, pPAFAH FP inh -4.9, PAD4 inh -12.0, LYPLA2 counter -10.4 and PME-1 primary -7.7.
`O=C1CC(Cc2ccccc2)C(=O)N1c1ccc(Cl)cn1` (stereo not given) gave LYPLA1 inh -2.9, GSTO1 inh -6.7, PAFAH1B3 FP inh 1.1, PAFAH1B2 inh -2.5, PAFAH2 FP inh 1.2, pPAFAH FP inh -4.3, PAD4 inh -4.2, LYPLA2 counter -8.3 and PME-1 primary -1.8.
For O=[N+]([O-])c1nn(-c2ccccc2)[n+]([O-])c1N1CCN(c2ccccc2F)CC1 the results were LYPLA1 inh 2.2, GSTO1 inh 0.2, PAFAH1B3 FP inh -7.0, PAFAH1B2 inh -2.5, PAFAH2 FP inh -6.0, pPAFAH FP inh 3.9, PAD4 inh -1.9, LYPLA2 counter 3.9 and PME-1 primary -1.0.
`CC1=NCCN1S(=O)(=O)c1c(C(C)C)cc(C(C)C)cc1C(C)C` gave LYPLA1 inh 0.1, GSTO1 inh 2.0, PAFAH1B3 FP inh -4.8, PAFAH1B2 inh 13.7, PAFAH2 FP inh -4.3, pPAFAH FP inh -0.1, PAD4 inh -0.5, LYPLA2 counter -7.8 and PME-1 primary -2.3.
Screening Cc1ccc(S(=O)(=O)c2c(COC(=O)c3ccc(Cl)cc3)c(-c3ccccc3)nn2C)cc1 returned LYPLA1 inh -1.5, GSTO1 inh 2.1, PAFAH1B3 FP inh -5.1, PAFAH1B2 inh 2.0, PAFAH2 FP inh 2.2, pPAFAH FP inh -0.3, PAD4 inh -0.4, LYPLA2 counter 2.1 and PME-1 primary -4.5.
For N#CC1=C(N)c2ccccc2CC12CCCCC2 the results were LYPLA1 inh -1.6, GSTO1 inh -32.3, PAFAH1B3 FP inh -5.0, PAFAH1B2 inh 34.8*, PAFAH2 FP inh 4.3, pPAFAH FP inh 7.1, PAD4 inh -2.0, LYPLA2 counter -0.7 and PME-1 primary -0.6.
CC1CCCN(c2ncnc3c2cnn3-c2ccc(Cl)cc2)C1 (stereo not given) was read as LYPLA1 inh 0.4, GSTO1 inh 8.4, PAFAH1B3 FP inh 7.5, PAFAH1B2 inh 1.1, PAFAH2 FP inh 0.2, pPAFAH FP inh -6.7, PAD4 inh -0.3, LYPLA2 counter 1.7 and PME-1 primary 1.5.
`S=C(NCc1ccco1)Nc1ccc(Oc2ccccc2)cc1` gave LYPLA1 inh -3.5, GSTO1 inh 2.0, PAFAH1B3 FP inh 7.5, PAFAH1B2 inh -0.3, PAFAH2 FP inh 6.8, pPAFAH FP inh 2.5, PAD4 inh -1.4, LYPLA2 counter 5.0 and PME-1 primary 1.6.
For Cc1ccc2cccc(SCC(=O)N3CCOCC3)c2n1 the results were LYPLA1 inh -2.9, GSTO1 inh 8.7, PAFAH1B3 FP inh 19.7, PAFAH1B2 inh 7.8, PAFAH2 FP inh 5.8, pPAFAH FP inh -1.7, PAD4 inh 0.5, LYPLA2 counter 2.0 and PME-1 primary -3.5.
O=C(Cn1c(=O)oc2ccccc21)Nc1ccc(F)c(F)c1 was read as LYPLA1 inh 2.1, GSTO1 inh 7.1, PAFAH1B3 FP inh 2.7, PAFAH1B2 inh 0.2, PAFAH2 FP inh 0.3, pPAFAH FP inh -0.7, PAD4 inh 4.2, LYPLA2 counter 14.5 and PME-1 primary -3.7.
`COc1ccc(CNC(=O)C2CCCN2)cc1OC` (stereo not given) gave LYPLA1 inh -2.1, GSTO1 inh 10.3, PAFAH1B3 FP inh 3.3, PAFAH1B2 inh 2.3, PAFAH2 FP inh 5.6, pPAFAH FP inh 0.5, PAD4 inh -5.1, LYPLA2 counter 1.2 and PME-1 primary -0.1.
Screening CCC(C)(C)NC(=O)C(c1ccccc1)N(C(=O)c1csnn1)C1CC1 (stereo not given) returned LYPLA1 inh -1.5, GSTO1 inh 1.1, PAFAH1B3 FP inh -2.0, PAFAH1B2 inh 0.1, PAFAH2 FP inh -11.0, pPAFAH FP inh -5.2, PAD4 inh 2.5, LYPLA2 counter -2.3 and PME-1 primary -3.4.
Screening O=C(/C=C/c1ccc(Cl)cc1)N(Cc1cccs1)C1CCS(=O)(=O)C1 (stereo not given) returned LYPLA1 inh -1.2, GSTO1 inh -5.0, PAFAH1B3 FP inh 11.6, PAFAH1B2 inh 8.3, PAFAH2 FP inh -3.3, pPAFAH FP inh 2.9, PAD4 inh -0.3, LYPLA2 counter 2.0 and PME-1 primary 0.3.
For Cc1ccnc(SCc2cc(=O)c(OC(=O)c3cccs3)co2)n1 the results were LYPLA1 inh -2.0, GSTO1 inh 15.3, PAFAH1B3 FP inh 3.2, PAFAH1B2 inh 0.4, PAFAH2 FP inh 3.2, pPAFAH FP inh -1.5, PAD4 inh 0.7, LYPLA2 counter -3.0 and PME-1 primary 2.0.
O=C(Nc1ccc(Cl)c(Cl)c1)N1CCSCC1 was read as LYPLA1 inh -2.5, GSTO1 inh 3.3, PAFAH1B3 FP inh 0.5, PAFAH1B2 inh 6.4, PAFAH2 FP inh -5.0, pPAFAH FP inh 2.5, PAD4 inh 3.3, LYPLA2 counter -0.6 and PME-1 primary -3.1.
`CCC(=O)Nc1cc2[nH]c(=O)cc(C)c2cc1C` gave LYPLA1 inh -2.2, GSTO1 inh 4.5, PAFAH1B3 FP inh 11.7, PAFAH1B2 inh 11.6, PAFAH2 FP inh 9.2, pPAFAH FP inh 7.0, PAD4 inh 2.0, LYPLA2 counter -1.8 and PME-1 primary -3.2.
Screening Cc1ccc(C(=O)Nc2ccc(OCc3ccccc3)cc2)s1 returned LYPLA1 inh -0.4, GSTO1 inh 5.9, PAFAH1B3 FP inh -2.0, PAFAH1B2 inh 1.4, PAFAH2 FP inh -0.1, pPAFAH FP inh 1.8, PAD4 inh 2.7, LYPLA2 counter 13.8 and PME-1 primary -5.3.
For Cc1ccc(NC(=O)C2=C(O)CCn3c2nc2ccccc23)cc1 the results were LYPLA1 inh 1.5, GSTO1 inh 7.2, PAFAH1B3 FP inh 8.3, PAFAH1B2 inh 10.3, PAFAH2 FP inh 5.8, pPAFAH FP inh 1.2, PAD4 inh -2.0, LYPLA2 counter 4.9 and PME-1 primary -2.2.
